High-throughput results from PubChem BioAssay.
NPY-Y1 PAM-ag = potentiates or activates human NPY-Y1 receptor | AID 1304 | hit rate 0.37% among 220,000 | NPY-Y1 expressing cells, potentiator/agonist activation | activation, % at 3.6 µM; in the data active = activation above about 33%, passing the limit was not always enough;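 note: cells stimulated with NPY at EC10 then isoproterenol at EC100; 0% = low agonist plus stimulus and 100% = saturating agonist plus stimulus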
Target sequence (P25929 whole entry, looked up): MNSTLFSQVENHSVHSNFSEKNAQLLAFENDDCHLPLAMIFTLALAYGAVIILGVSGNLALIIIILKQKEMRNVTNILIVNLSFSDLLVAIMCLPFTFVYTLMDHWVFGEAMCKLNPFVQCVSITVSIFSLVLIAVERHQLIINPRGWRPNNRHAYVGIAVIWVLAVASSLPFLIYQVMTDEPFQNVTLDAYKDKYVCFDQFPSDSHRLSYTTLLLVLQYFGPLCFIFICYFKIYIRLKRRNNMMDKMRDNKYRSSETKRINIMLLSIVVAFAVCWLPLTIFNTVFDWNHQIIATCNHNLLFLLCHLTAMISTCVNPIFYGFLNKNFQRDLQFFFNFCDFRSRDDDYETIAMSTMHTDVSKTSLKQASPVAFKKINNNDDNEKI
Runt-CBFb FRET = blocks binding of human RUNX1 Runt domain to CBFb; AID 1496; Cerulean-Runt/Venus-CBFb FRET ratio 530/480, 1 h; inhibition, % at 20 µM; Q01196+Q13951; hit rate 0.46% among 220,000;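 active = inhibition over about 50% at 20 µM in the single-dose screen, limit read from the data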;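 note: 0% = DMSO wells and 100% = excess unlabeled CBFb competitor control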
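Assay system: Cerulean-tagged RUNX1 Runt domain (FRET donor) fusion protein / Amount: 100 nM each of Venus-CBFb and Cerulean-Runt domain / Medium: Tris buffer pH 7.5 with salts and BSA / Also added: Venus-CBFb 100 nM / Schedule: 1 h complex formation plus 1 h compound treatment, room temperature / Signal: FRET fluorescence / Read-out: loss of energy transfer signal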
Hck Nef HTS = inhibitors of human Hck kinase activated by Nef | hit rate 0.68% among 220,000 | Recombinant Hck-YEEI plus Nef, Z-Lyte FRET kinase assay | AID 463187 | inhibition, % at 20 µM;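 active = Hck-Nef kinase inhibition above about 50%, limit read from the data; inactive = inhibition below that limit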;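 note: 0% = DMSO with Hck plus Nef and 100% = Hck alone without Nef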
NPY-Y1 antag = blocks the human neuropeptide Y Y1 receptor | HEK293-CNG Y1 cells, membrane potential fluorescence; NPY at EC95, then isoproterenol | inhibition, % at 3.6 µM | P25929 | AID 1040 | hit rate 1% among 200,000;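 active = inhibition above the campaign mean inhibition of all tested compounds plus 3 SD, cut at about 20% in these data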;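 note: 0% = DMSO wells given NPY plus isoproterenol and 100% = isoproterenol alone without NPY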
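Assay system: HEK293 cells with Y1 receptor plus CNG channel | Probe or stimulus: NPY (25 nM), isoproterenol (1 µM), Ro 20-1724 (25 µM) | Timing: Compound incubation 1 h at room temperature, readout 45 min post-stimulation | Measured by: Membrane-potential fluorescent dye readout | Benchmarks: High control isoproterenol alone, low control NPY with isoproterenol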
Runt-SMMHC FRET = Runt domain-CBFb-SMMHC interaction inhibition | Cerulean-Runt/Venus-CBFb-SMMHC FRET ratio 530/480, 1 h | hit rate 0.74% among 220,000 | AID 1434 | inhibition, % at 20 µM;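 active = mean inhibition across duplicate retests at 20 µM reaching about 50%, limit read from the data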;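 note: 0% = DMSO wells and 100% = wells with excess untagged CBFb-SMMHC; inhibitors lower the FRET ratio by blocking Runt binding to CBFb-SMMHC; some results filed as inactive read as strong as hits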
p97 ATPase inh = blocks human p97 ATPase activity; P55072; recombinant p97 ATPase, Kinase-Glo ATP luminescence, 3 h; AID 1481; hit rate 0.42% among 220,000; inhibition, % at 8 µM; in the data active = inhibition above about 15%;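 note: 0% = DMSO vehicle and 100% = wells lacking enzyme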
RBBP9 inhibitor = blocks human serine hydrolase RBBP9; recombinant RBBP9, FP-Rh probe fluorescence polarization; inhibition, % at 7.94 µM; hit rate 0.2% among 220,000; AID 1515;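 active = inhibition above the campaign mean of all tested compounds plus 3 SD, cut at about 14% in these data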;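 note: plate controls were DMSO wells with RBBP9 for no effect and wells lacking RBBP9 protein for full effect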
Target sequence (O75884 whole entry, looked up): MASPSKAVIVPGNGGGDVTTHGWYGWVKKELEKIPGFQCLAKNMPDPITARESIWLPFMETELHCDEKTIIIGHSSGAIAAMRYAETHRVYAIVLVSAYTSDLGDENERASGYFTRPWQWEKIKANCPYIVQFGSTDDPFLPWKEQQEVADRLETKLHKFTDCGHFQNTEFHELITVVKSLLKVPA
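Controls: DMSO-treated enzyme wells and wells lacking RBBP9 | Material: RBBP9 protein | Technique: Fluorescence polarization | Replication: Single well per compound, no replicates | Buffer or medium: Tris-NaCl-Pluronic buffer, pH 8.0 | Timing: 30 min compound preincubation, 45 min probe labeling, 25 °C | Read-out basis: Percent inhibition from mP, scaled between DMSO and no-protein wells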
NPY2 pot ag = human NPY-Y2 potentiation or agonism, primary screen. P49146. cells expressing NPY-Y2, potentiator/agonist read-out. activation, % at 3.6 µM. hit rate 0.45% among 220,000; in the data active = activation above about 27%;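 note: cells stimulated with NPY near EC25 plus isoproterenol at EC100; 0% = vehicle plus submaximal agonist and 100% = vehicle plus saturating agonist; some results beyond the cut were filed as inactive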
Mdm2 ligase inh = Mdm2 E3 ligase (human) inhibition | Q00987 | cell-based MDM2 ubiquitination luciferase reporter, 2 h; 0 = plate control, 100 = twice control, blank-subtracted | signal enhancement, % at 5 µM | hit rate 0.11% among 210,000;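 active = signal enhancement of 30% or more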;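 note: luminescence tracks abundance of the self-degrading MDM2-luciferase fusion protein; higher signal means inhibition of MDM2 E3 ligase activity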
Target sequence (Q00987 whole entry, looked up, the tested form may be a part): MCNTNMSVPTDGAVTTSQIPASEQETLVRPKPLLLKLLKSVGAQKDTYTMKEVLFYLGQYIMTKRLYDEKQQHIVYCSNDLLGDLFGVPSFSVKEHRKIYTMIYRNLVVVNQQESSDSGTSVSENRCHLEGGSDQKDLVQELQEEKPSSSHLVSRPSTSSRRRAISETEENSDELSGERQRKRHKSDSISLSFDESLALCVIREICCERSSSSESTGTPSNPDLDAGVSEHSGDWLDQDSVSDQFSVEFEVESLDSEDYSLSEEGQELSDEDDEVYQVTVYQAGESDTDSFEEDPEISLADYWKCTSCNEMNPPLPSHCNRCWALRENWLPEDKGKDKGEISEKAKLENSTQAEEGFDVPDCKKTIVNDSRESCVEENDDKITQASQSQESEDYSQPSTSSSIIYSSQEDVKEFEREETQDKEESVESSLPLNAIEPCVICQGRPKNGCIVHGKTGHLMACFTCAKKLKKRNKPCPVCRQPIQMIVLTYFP
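Material: Stable MDM2–luciferase fusion reporter cells | Amount: 2000 cells seeded into each well | Dosing: One concentration, 5 µM, with 0.2% DMSO | Incubation: 4 h cell settling then 2 h compound exposure, 37 °C | Measured by: Luciferase luminescence | Read-out basis: % enhancement relative to plate controls after blank subtraction | Benchmarks: Control and blank well means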
* = called active by the depositor; . = no result given.

[1] S=C1NC(c2cccs2)=CC(c2ccc(Br)cc2)N1 (configuration not stated)
[2] O=c1c2c3c(sc2n(CCN2CCCC2)c(=O)n1Cc1ccccc1)CCCCC3
[3] CCOC(=O)CC(N)c1ccc(OC)cc1 (configuration not stated)
[4] COc1cccc(C(=O)N2CCN(C(=O)c3cccc(F)c3)CC2)c1
[5] CC1CN(C2CCN(S(=O)(=O)c3ccc4ccccc4c3)CC2)CC(C)O1 (configuration not stated)
[6] CCCOC(=O)c1ccc(OCC(O)CN2C(=O)NC(C)(C)C2=O)cc1 (configuration not stated)
[7] Cc1ccc(CN2CCN(Cc3nc(C(C)C)cs3)CC2CCO)cc1 (configuration not stated)
[8] O=Cc1ccc(OC(=O)c2cccnc2)cc1
[9] O=C(CSc1nc2ccsc2c(=O)n1-c1ccccc1)N1CCCC1
[10] N#Cc1ccc(NC(=O)COC(=O)C2Cc3ccccc3CN2C(=O)c2ccccc2)cc1 (configuration not stated)
Screen / compound no.	1	2	3	4	5	6	7	8	9	10
NPY-Y1 PAM-ag	4	-12	7	-148	-2	12	1	-4	1	-4
Runt-CBFb FRET	6	-2	0	-2	1	-1	-1	0	0	0
Hck Nef HTS	7	29	6	1	-1	5	1	-16	0	3
NPY-Y1 antag	-2	.	8	3	5	2	2	-7	-3	11
Runt-SMMHC FRET	8	2	0	-4	2	4	-3	2	2	2
p97 ATPase inh	3	-2	5	-3	-3	2	1	1	-1	4
RBBP9 inhibitor	-5	1	-2	-5	3	-4	-11	-2	-3	-3
NPY2 pot ag	8	-18	5	-5	-5	9	-24	-11	12	5
Mdm2 ligase inh	5	.	-22	-6	-6	-7	-12	-19	-3	-15

[11] COc1ccc(CC(=O)NNS(=O)(=O)c2ccccc2)cc1OC
[12] COc1ccc(CN(CC2CCC(C(=O)O)CC2)C(=S)Nc2cc(C)cc(C)c2)cc1 (configuration not stated)
[13] Cc1nc2ccc(NC(=O)c3nn(C(C)C)c(=O)c4ccccc34)cc2s1
[14] CCCC(c1nnnn1Cc1cccs1)N1CCN(c2ccc(OC)cc2)CC1 (configuration not stated)
[15] COCCN(CC(=O)NCc1ccccc1)C(=O)CCC(=O)Nc1nccs1
[16] COc1cc(C(=O)NCc2nnc(SCC(=O)N3CCCCC3)o2)cc(OC)c1OC
[17] Cc1ccc(SC(C)c2nc(-c3ccccc3)no2)cc1 (configuration not stated)
[18] CCOP(=O)(OCC)C(Nc1cccc(C)c1)c1ccc(F)cc1 (configuration not stated)
[19] O=S(=O)(c1cccc(S(=O)(=O)N2CCN(c3ncccn3)CC2)c1)N1CCOCC1
[20] COc1cccc(CN(C)C(=O)Nc2cccc(C(F)(F)F)c2)c1OC
Screen / compound no.	11	12	13	14	15	16	17	18	19	20
NPY-Y1 PAM-ag	14	3	-15	-14	0	1	-19	-21	7	-23
Runt-CBFb FRET	-1	0	-2	-5	-1	-1	-3	-4	2	-4
Hck Nef HTS	19	4	0	0	-1	1	0	4	0	-1
NPY-Y1 antag	0	1	14	1	0	-7	7	6	0	6
Runt-SMMHC FRET	2	-2	1	2	5	1	-5	3	-3	-1
p97 ATPase inh	-1	-2	-5	-6	-2	5	2	-1	-4	0
RBBP9 inhibitor	-6	-1	-4	-9	-2	6	0	-3	-7	-7
NPY2 pot ag	4	0	-20	2	-4	4	2	-2	-9	-10
Mdm2 ligase inh	-6	-17	-7	-10	-23	-19	-17	-2	-11	-8

[21] O=C(N/N=C/c1coc2ccccc2c1=O)c1cn(-c2ccccc2)nc1-c1ccccc1
[22] Cc1cc([N+](=O)[O-])ccc1NC1CCCC1
[23] CCOCCCNC(=S)NCCCNc1nc2c(C)cc(C)cc2cc1C#N
[24] CC1CN(S(=O)(=O)c2ccc(C(=O)Nc3nccs3)cc2)CC(C)O1 (configuration not stated)
[25] Cc1ccccc1OCCn1nc(C(=O)O)c2ccccc2c1=O
[26] O=C(CSc1nnc(NC2CCCCC2)s1)Nc1ccc(N2CCOCC2)cc1
[27] COc1cccc(C2N(c3ccccn3)C(=O)C3CCCN32)c1OC (configuration not stated)
[28] O=C(CSc1ncc(-c2ccc(F)cc2)n1Cc1ccco1)Nc1nccs1
[29] COc1cccc(-c2nc3ccccc3c(=O)o2)c1
[30] O=C(N/N=C/c1cccc(C(F)(F)F)c1)C1CCN(c2ncc(C(F)(F)F)cc2Cl)CC1
Screen / compound no.	21	22	23	24	25	26	27	28	29	30
NPY-Y1 PAM-ag	-8	-3	-10	8	-21	5	-3	2	-12	6
Runt-CBFb FRET	0	-3	37	0	-3	0	-3	-2	0	-1
Hck Nef HTS	39	8	33	19	-1	1	2	1	2	2
NPY-Y1 antag	1	0	1	.	11	-1	5	9	-1	2
Runt-SMMHC FRET	0	-3	91*	-1	4	-5	-1	-2	1	2
p97 ATPase inh	-6	6	-1	4	-1	-7	-1	1	3	2
RBBP9 inhibitor	-11	2	0	-2	-3	-6	-6	-11	-7	1
NPY2 pot ag	-12	-9	-14	-8	-5	-10	14	4	5	7
Mdm2 ligase inh	-1	2	-2	-14	-7	-2	0	-24	-14	-12

[31] CCO[C@@H]1OC(C(=O)N2CCN(Cc3ccc4c(c3)OCO4)CC2)=C[C@H](c2coc3ccccc3c2=O)[C@H]1CCCO
[32] CCOC(=O)Cn1c(=NC(=O)C2COc3ccccc3O2)sc2cc(S(N)(=O)=O)ccc21 (configuration not stated)
[33] CC(=O)Nc1cccc(/C(C)=N/NC(=O)c2ccc3c(c2)OCO3)c1
[34] S=C(NCc1ccco1)Nc1ccccc1
[35] CCCCNC(=S)N=Nc1c(O)n(Cc2ccccc2)c2ccccc12
[36] CCOC(=O)CSc1ccc(C(=O)Nc2ccc(Cl)cc2)cn1
[37] CCCCCc1cc(=O)oc2c(C(CCN3CCCC(C)C3)c3ccc(N(C)C)cc3)c(OC)cc(OC)c12 (configuration not stated)
[38] O=C1NCCCCC1NC1CC(=O)N(c2ccccc2)C1=O (configuration not stated)
[39] CCc1nnc(NC(=O)C2CCN(c3cnccn3)CC2)s1
[40] Cc1c(C(=O)NCc2cccnc2)oc2ccccc12
Screen / compound no.	31	32	33	34	35	36	37	38	39	40
NPY-Y1 PAM-ag	6	-25	-8	11	3	-11	.	-13	-8	-5
Runt-CBFb FRET	-1	-3	1	1	-2	0	0	0	-2	0
Hck Nef HTS	2	4	30	16	0	-2	16	8	2	2
NPY-Y1 antag	-3	0	3	4	3	0	.	1	1	0
Runt-SMMHC FRET	0	-5	-5	-2	-1	1	-3	6	1	2
p97 ATPase inh	1	0	5	9	-8	-2	.	17*	5	5
RBBP9 inhibitor	0	-7	0	11	-3	-7	.	-7	-4	-10
NPY2 pot ag	-16	2	9	-4	2	-1	.	7	6	-6
Mdm2 ligase inh	.	-4	4	-1	-18	-9	-1	-13	-27	-2

Whole records, quoted from the list. Screens in order: NPY-Y1 PAM-ag | Runt-CBFb FRET | Hck Nef HTS | NPY-Y1 antag | Runt-SMMHC FRET | p97 ATPase inh | RBBP9 inhibitor | NPY2 pot ag | Mdm2 ligase inh
CCCC(c1nnnn1Cc1cccs1)N1CCN(c2ccc(OC)cc2)CC1 (configuration not stated) is entered as -14 | -5 | 0 | 1 | 2 | -6 | -9 | 2 | -10
CCO[C@@H]1OC(C(=O)N2CCN(Cc3ccc4c(c3)OCO4)CC2)=C[C@H](c2coc3ccccc3c2=O)[C@H]1CCCO is entered as 6 | -1 | 2 | -3 | 0 | 1 | 0 | -16 | .
CCOC(=O)Cn1c(=NC(=O)C2COc3ccccc3O2)sc2cc(S(N)(=O)=O)ccc21 (configuration not stated) is entered as -25 | -3 | 4 | 0 | -5 | 0 | -7 | 2 | -4
CCCCCc1cc(=O)oc2c(C(CCN3CCCC(C)C3)c3ccc(N(C)C)cc3)c(OC)cc(OC)c12 (configuration not stated) is entered as . | 0 | 16 | . | -3 | . | . | . | -1

Next part:
[41] Cc1ccc(C(=O)N/N=C/C=C/c2ccccc2)o1
[42] CC(C)(C)C(=O)Cn1c(NCCCO)nc2ccccc21
[43] CCC(=O)Nc1nc2ccccc2n1CCN1CCOCC1
[44] O=C(Nc1cc(C(F)(F)F)ccc1N1CCOCC1)c1n[nH]c(=O)c2ccccc12
[45] CCOC(=O)c1c(C)c(C(=O)NCc2ccccn2)c(C)n1C
[46] CS(=O)(=O)Nc1ccc(C2=NN(C(=O)c3ccco3)C(c3ccccc3F)C2)cc1 (configuration not stated)
[47] CCC(=O)N1CCc2cc(Br)cc(S(=O)(=O)CCC(=O)N(CC)CC)c21
[48] Cc1cccc(NC(=O)CSC(N)=O)c1C
[49] O=C(Cn1cc(C(F)(F)F)ccc1=O)N/N=C/c1cccc(Cl)c1Cl
[50] N#CCCN1CCN(C(=S)c2ccc(-c3ccc(Cl)cc3)o2)CC1
Screen / compound no.	41	42	43	44	45	46	47	48	49	50
NPY-Y1 PAM-ag	-1	2	-1	17	-1	18	-7	1	5	4
Runt-CBFb FRET	.	0	-2	-3	-2	-3	-1	8	-1	9
Hck Nef HTS	-3	3	0	0	-1	-4	20	2	1	-1
NPY-Y1 antag	11	-1	-2	4	-2	-2	10	1	4	0
Runt-SMMHC FRET	-3	-1	1	-3	-3	-1	-2	6	-9	-2
p97 ATPase inh	-3	-4	2	0	-6	4	-4	0	-4	1
RBBP9 inhibitor	-9	0	-1	-4	-6	-7	-5	-9	-11	2
NPY2 pot ag	0	-14	24	1	6	18	-7	13	2	4
Mdm2 ligase inh	-17	-2	4	-21	8	-9	-10	-9	-7	.

[51] O=C(OCn1nnc2ccccc2c1=O)C1CCCCC1
[52] CC1CCN(C(C(=O)Nc2ccc3c(c2)OCO3)c2ccccc2)CC1 (configuration not stated)
[53] COc1ccc(C(C2C(=O)CC(C)(C)CC2=O)C2C(=O)CC(C)(C)CC2=O)cc1COCC(F)(F)F
[54] COc1cc(/C=N/NC(=O)c2cnccn2)cc(OC)c1OC
[55] CC(C)N(C(=O)Cn1c(SCC(=O)NCc2ccc3c(c2)OCO3)nc2ccccc21)C(C)C
Screen / compound no.	51	52	53	54	55
NPY-Y1 PAM-ag	-13	.	-13	-2	10
Runt-CBFb FRET	-1	-1	3	1	-4
Hck Nef HTS	1	2	17	1	10
NPY-Y1 antag	0	.	2	-1	-2
Runt-SMMHC FRET	5	2	5	1	-1
p97 ATPase inh	0	.	5	0	0
RBBP9 inhibitor	9	.	-5	3	-6
NPY2 pot ag	3	.	-2	2	6
Mdm2 ligase inh	-5	-3	4	-16	.

No enrichment for hits. About 3.5% of those tested had a hit in this group.
